VEEV TC-83 Vero: inhibitors of VEEV TC-83 cytopathic effect, confirmation, Vero cells (AID 588727); 0.13% of 350,000 active; Vero cells, VEEV TC-83 cytopathic effect inhibition; higher % means a stronger effect; inhibition, % at 20 µM, or IC50 in µM where a hit was titrated; in the data active = a potency from the dose series; inconclusive = inhibition mostly from about 14% at the one dose, without a potency; inactive = the rest, 99 in 100 with inhibition below about 12%; note: strong numbers were not always called active
Salmonella PhoP GFP: PhoP regulon inhibitors, Salmonella typhi PhoP promoter GFP reporter, confirmatory (AID 1850) | 0.33% of 310,000 active | Salmonella Typhi PhoP-promoter GFP reporter, fluorescence, 4 h; higher % means a stronger effect | inhibition, % at 50 µM, or IC50 in µM where a hit was titrated; in the data active = a potency from the dose series; inconclusive = inhibition mostly from about 25% at the one dose, without a potency; inactive = the rest, 99 in 100 with inhibition below about 19%;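 note: 0% = induced wells with vehicle and 100% = uninduced wells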
tuberculosis growth: growth inhibition of non-replicating M. tuberculosis (AID 488890) | Mycobacterium tuberculosis non-replicating, growth inhibition; higher % means a stronger effect | inhibition, % at 25 µM; hits with a dose series show IC50 in µM | 0.39% of 320,000 active; in the data active = a potency from the dose series; inconclusive = inhibition mostly from about 82% at the one dose, without a potency; inactive = the rest, 99 in 100 with inhibition below about 76%;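 note: plate controls were DMSO cells for no effect and high antibiotic wells for full effect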
influenza NS1A: H1N1 influenza NS1A inhibitors, functional cell based assay (AID 504329) | NS1A functional cell-based assay, percent inhibition; higher % means a stronger effect | inhibition, % at 12.5 µM, or IC50 in µM where a hit was titrated | 0.3% of 340,000 active; in the data active = a potency from the dose series; inconclusive = inhibition above about 27% without an active follow-up result; note: strong numbers were not always called active
M. tuberculosis HTS: M. tuberculosis growth inhibition, HTS (AID 449762); M. tuberculosis H37Rv growth inhibition, 7H9 media; higher % means a stronger effect; inhibition, % at 25 µM; hits with a dose series show IC50 in µM; 0.59% of 330,000 active; in the data active = a potency from the dose series; inconclusive = inhibition above about 70% without an active follow-up result;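 note: bacterial growth assessed after seven days of incubation; strong numbers were not always called active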
VEEV TC-83 Vero 10K pilot screen: further read-out of VEEV TC-83 Vero, marked with its call; inhibition, %; measured here: 10K pilot screen inhibition
Starred values were filed as active, the others as inactive; i = inactive; u = inconclusive; x = no result given. No enrichment for hits, and some 1.5% of all compounds hit somewhere here.

Start of the data: the first 6 compounds, ahead of the listing:
SMILES	VEEV TC-83 Vero	Salmonella PhoP GFP	tuberculosis growth	influenza NS1A	M. tuberculosis HTS	others
COc1ccc(OS(=O)(=O)Cc2ccccc2)cc1	0.7%	7%	37%	-5%	-1%
Cc1ccc(NC(=O)/C=C/c2ccc3c(c2)OCO3)cc1S(=O)(=O)N1CCOCC1	0.6%	-7%	2%	-6%	21%
CCOc1ccc(OCC)c(NC(=O)C2CCCN(S(=O)(=O)c3cccs3)C2)c1 (stereo not given)	7.4%	x	x	-2%	x
Cc1cc(C)c(C)c(S(=O)(=O)N2C(=S)NC(=O)C2CC(C)C)c1C (stereo not given)	1.3%	-2%	79%	-17%	9%
COc1ccc(OC)c(-c2cc(C(=O)Nc3c(C)nn(Cc4ccc(Cl)cc4)c3C)no2)c1	i	-2%	9%	-17%	63%
Cn1c(CCNC(=O)c2ccco2)nc2cc(NS(=O)(=O)c3ccc(Cl)cc3)ccc21	2.5%	-6%	20%	4%	-4%	VEEV TC-83 Vero 10K pilot screen=4.6

This part in full (from the top)
SMILES	VEEV TC-83 Vero	Salmonella PhoP GFP	tuberculosis growth	influenza NS1A	M. tuberculosis HTS	others
COc1ccc(OS(=O)(=O)Cc2ccccc2)cc1	0.7%	7%	37%	-5%	-1%
Cc1ccc(NC(=O)/C=C/c2ccc3c(c2)OCO3)cc1S(=O)(=O)N1CCOCC1	0.6%	-7%	2%	-6%	21%
CCOc1ccc(OCC)c(NC(=O)C2CCCN(S(=O)(=O)c3cccs3)C2)c1 (stereo not given)	7.4%	x	x	-2%	x
Cc1cc(C)c(C)c(S(=O)(=O)N2C(=S)NC(=O)C2CC(C)C)c1C (stereo not given)	1.3%	-2%	79%	-17%	9%
COc1ccc(OC)c(-c2cc(C(=O)Nc3c(C)nn(Cc4ccc(Cl)cc4)c3C)no2)c1	i	-2%	9%	-17%	63%
Cn1c(CCNC(=O)c2ccco2)nc2cc(NS(=O)(=O)c3ccc(Cl)cc3)ccc21	2.5%	-6%	20%	4%	-4%	VEEV TC-83 Vero 10K pilot screen=4.6
COc1ccc(C)cc1-n1cnnn1	0.2%	5%	-17%	-16%	-1%
Cc1c(N=C2SCC(=O)N2/N=C/c2ccccc2Cl)c(=O)n(-c2ccccc2)n1C	1.9%	-3%	9%	-2%	-1%
CN(C)c1nc(N)nc(Nc2ccccc2C#N)n1	0.9%	-11%	-1%	-7%	1%
CN1CCC(=O)N([C@H](CSc2ccccc2)Cc2ccccc2)CC1	1.9%	-34%	-17%	-17%	-11%
COc1ccc(Cl)cc1NC(=S)N(Cc1cccnc1)Cc1ccco1	6.4%	8%	7%	-2%	3%
COc1ccc(/C(C)=N/NC(=O)c2ccc(CSc3nncn3C)cc2)cc1	i	0%	22%	-16%	3%
C/C(=N\OCc1ccccc1C#N)c1cc2ccccc2o1	0.3%	4%	18%	-6%	10%
Cc1ccccc1SCC(=O)OCC(=O)NCc1ccccc1	2.7%	x	13%	-25%	1%
Cc1ccccc1NC(=O)c1cccc2c1C(=O)N(C1CCCCC1)C2	0.2%	7%	12%	-2%	5%
CC(C)OC(=O)c1ccc(NC(=O)CSc2nc3ncccc3[nH]2)cc1	i	13%	u	-7%	42%
O=C1c2oc3ccccc3c(=O)c2C(c2ccc(O)cc2)N1c1nccs1 (stereo not given)	i	3%	10%	-1%	10%
O=S(=O)(c1cccc(-c2n[nH]c(=S)n2-c2ccccc2Cl)c1)N1CCOCC1	0.1%	x	-7%	-23%	-7%
CCOC(=O)C(C)Sc1nnc(NC(=O)c2ccc(C)c([N+](=O)[O-])c2)s1 (stereo not given)	2.6%	1%	u	-9%	u
O=C(NCCN1CCOCC1)c1cccc(Cl)c1	1.7%	-6%	7%	-11%	-13%
S=C(NC1CCCC1)N1CCN(C/C=C/c2ccccc2)CC1	i	-5%	67%	12%	2%
O=C(O)c1ccc(COc2ccc3c(c2)CCC3)cc1	i	-2%	57%	13%	-5%
Cc1cc(C(=O)NNC(=S)NCC(C)C)cs1	0.2%	4%	-6%	1%	-2%
CCOC(=O)c1c(-c2cccc([N+](=O)[O-])c2)csc1NC(=O)CCCOc1ccccc1	2.0%	-9%	-1%	-7%	0%
O=C(O)C1=NN(c2cc(Cl)c(S(=O)(=O)O)cc2Cl)C(=O)C1	i	x	x	2%	x
O=S(=O)(c1ccc2c(c1)OCCO2)N1CCN(Cc2ccccc2)CC1	i	-20%	-4%	7%	-3%
NC(=O)c1cc(C(=O)c2ccc(Cl)cc2)c[nH]1	6.0%	4%	11%	2%	7%
Cc1ccc2c(c1)cc1c(=O)n(CC(=O)NCCN3CCCC3)nc(C)n12	4.0%	4%	1%	1%	-3%
CC(CC(=O)Nc1ccc(S(=O)(=O)N2CCOCC2)cc1)c1ccccc1 (stereo not given)	5.4%	-10%	-3%	12%	6%
CCOC(=O)c1sc2nc(SC)nc(-c3ccc(Cl)cc3)c2c1N	0.3%	-7%	4%	-8%	0%
O=C(CN1CCCCCC1)Nc1ccc(Br)cc1Br	i	-2%	23%	6%	-7%
CCn1c(CSc2nnc(-c3cccnc3)n2-c2ccccc2C)nc2cc(C(=O)O)ccc21	x	-12%	-14%	x	-3%
CN1CCN(CC(O)COCc2ccc3c(c2)OCO3)CC1 (stereo not given)	i	5%	6%	-21%	-6%
CCCCNC(=O)Cc1cc(=O)[nH]c(=O)[nH]1	0.3%	-7%	-9%	-4%	-2%
COc1ccc2c(c1)c(=O)oc1c(C)c(OCc3ccc(C(=O)O)cc3)ccc12	0.8%	-6%	25%	-1%	58%
c1ccc(CNc2c3ccccc3nc3ccccc23)cc1	i	5%	72%	-5%	6%
O=C1CCN(c2ccc([N+](=O)[O-])cc2F)CC1	0.3%	-7%	11%	-2%	-4%
CCC(C)NC(=O)COc1ccc(S(=O)(=O)N2CCOCC2)cc1 (stereo not given)	0.5%	-10%	12%	-11%	2%
O=C(CCc1ccc(O)cc1)c1c(O)cc(O)cc1O	2.2%	-6%	-7%	5%	1%
COc1ccc(-c2cc(C(=O)NCc3cccnc3)no2)cc1OC	i	-1%	4%	19%	-8%
CC(=O)C1=C(c2ccccc2)OC(N)=C(C#N)C1c1ccc(O)cc1 (stereo not given)	1.8%	-3%	-12%	4%	2%	VEEV TC-83 Vero 10K pilot screen=1.6
CC(=O)Nc1ccc(Cc2nc3c([nH]2)c(=O)n(C)c(=O)n3C)cc1	x	-8%	-7%	x	9%
N#CCCN1CCN(S(=O)(=O)c2ccc3c(c2)CCC3)CC1	1.9%	x	-19%	5%	-8%
O=C(Nc1nnc(S(=O)(=O)N2CCCCC2)s1)c1ccc(Cl)cc1	2.4%	-7%	1%	7%	2%
COc1ccc(C2C(C(=O)N3CCN(c4ccccn4)CC3)CCC(=O)N2c2ccc(OC)cc2)cc1 (stereo not given)	i	-3%	19%	-11%	3%
O=C(c1ccc(Br)cc1)N(C1=NCCCCS1)c1ccccc1	1.0%	-6%	-2%	3%	6%
C[C@H]1CN[C@H](CCO)/C1=C\c1ccccc1	0.6%	x	x	-11%	x
CCOc1ccc2cc(C3CC(c4ccco4)=NN3S(=O)(=O)c3ccccc3)c(Cl)nc2c1 (stereo not given)	5.9%	-3%	40%	-6%	-8%
COc1cc(C(CC(=O)N2CCCC2)c2c(OC)cc(OC)c3ccc(=O)oc23)cc(OC)c1OC (stereo not given)	0.8%	-52%	4%	6%	-1%
Cn1nnc(NC(=O)c2ccc(C(C)(C)C)cc2)n1	i	1%	-8%	8%	u	VEEV TC-83 Vero 10K pilot screen=1.6
Following part:
SMILES	VEEV TC-83 Vero	Salmonella PhoP GFP	tuberculosis growth	influenza NS1A	M. tuberculosis HTS	others
CN(C)C(=O)c1cc(C(=O)c2ccccc2C(F)(F)F)c[nH]1	i	9%	-12%	5%	-3%
COc1ccc(C(=O)N/N=C/C(=O)c2ccccc2)cc1	5.9%	x	x	-8%	x
O=C(N=C1SC2CS(=O)(=O)CC2N1Cc1ccccc1Cl)C1CC1 (stereo not given)	0.5%	-2%	3%	8%	-4%
O=C(CN1CCOCC1)c1cccc2ccccc12	1.0%	5%	14%	4%	-4%
N#CCCC(CCC#N)(CCC#N)c1cc[n+](CCc2ccccn2)cc1	0.3%	12%	3%	3%	4%
NS(=O)(=O)c1ccc(NC(=O)CN2CCCC2)cc1	0.8%	4%	-10%	-3%	1%
N#Cc1nc(Cc2ccccc2)oc1NCc1ccccc1	4.5%	0%	44%	10%	2%
CCOC(=O)c1cnc(SCc2nc(N)nc(Nc3ccc(F)cc3)n2)nc1N	3.8%	0%	10%	1%	2%
O=C(CCN1C(=O)c2ccccc2C1=O)NCCC1=CCCCC1	2.4%	5%	-2%	-9%	-2%
O=C(Nc1ccc(OC(F)(F)F)cc1)Oc1ccccc1N1CCCCC1	0.9%	-4%	58%	x	0%
COc1cc2c(cc1OC)CN(C(=O)c1cc(Cl)nc(Cl)c1)CC2	0.2%	6%	6%	3%	-2%
Nc1ccc(S(=O)(=O)N2CCOCCOCCOCCOCCOCC2)cc1	1.1%	0%	0%	-3%	2%
Cc1cccc2nc3ccccc3cc12	i	-8%	20%	-22%	-2%
Cc1ccc(Cn2ccc(NC(=O)c3noc4c3CCc3ccccc3-4)n2)cc1	0.2%	2%	1%	0%	3%
CN1CCN(C(=O)/C(C#N)=C/c2ccc(OC(F)F)cc2)CC1	1.6%	x	x	-10%	x
Cc1noc(C)c1-c1ccc2nc[nH]c(=O)c2c1	0.6%	-18%	-10%	-3%	0%	VEEV TC-83 Vero 10K pilot screen=2.2
COc1ccc(Br)c(-c2nc(CS(=O)(=O)c3ccc(F)cc3)no2)c1	2.8%	7%	-7%	10%	11%
COc1cc(NC(C)=O)c2ncccc2c1NC(C)=O	0.4%	1%	0%	-2%	3%
CCOC(=O)c1nn(-c2ccc(C)c(C)c2)c(=O)c2c(N)scc12	7.1%	5%	18%	15%	3%
Cc1nnc(SC(C)C(=O)NC2CCCc3ccccc32)n1-c1ccccc1 (stereo not given)	0.9%	1%	9%	-1%	-7%
CCc1ccc2c(c1)Sc1ccccc1CC2N1CCN(C)CC1 (stereo not given)	i	41µM*	i	-3%	u
CCS(=O)(=O)c1nc(S(=O)(=O)c2ccc(Cl)cc2)c(NCc2ccco2)s1	0.2%	-8%	-11%	-6%	2%
CCn1cc(S(=O)(=O)NCCc2ccc(F)cc2)cn1	1.8%	-7%	-5%	-7%	-5%
CCOc1cc(C2C(C(=O)c3ccco3)=C(O)C(=O)N2CCc2ccccc2)ccc1O (stereo not given)	i	8%	29%	4%	-3%
O=C(CN1CCOCC1)Nc1ccc(F)cc1	0.3%	-16%	2%	3%	3%
Cc1ccc(C)c(N(Cc2cc3ccc(C)cc3[nH]c2=O)C(=O)c2ccco2)c1	9.5%	-2%	16%	8%	-16%
COc1ccc(/C=N/Nc2ncnc3scc(-c4ccccc4)c23)cc1OC	1.1%	-22%	-5%	3%	0%
O=C(CNS(=O)(=O)c1ccc(Br)s1)N1CCC2(CC1)OCCO2	1.0%	-3%	-14%	-3%	-4%
CCSc1cc(N2CCCC2)nc(-c2ccc(F)cc2)n1	0.2%	-6%	-5%	1%	5%	VEEV TC-83 Vero 10K pilot screen=0.1
COc1ccc(S(=O)(=O)N2CCC(C(=O)NCCC(=O)Nc3cccc(Cl)c3)CC2)cc1	2.8%	5%	18%	-7%	3%
CC(C)c1nc(C#N)c(N2CCOCC2)o1	0.5%	2%	-4%	-7%	3%
c1ccc2oc(SCc3cn4ccccc4n3)nc2c1	0.5%	1%	61%	-2%	7%
O=C(CSc1nnc(-c2ccncc2)o1)Nc1cc(F)ccc1F	5.1%	x	x	-3%	3%
CN1CCN(CCNC(=O)Nc2ccccc2[N+](=O)[O-])CC1	i	4%	1%	-5%	10%
O=C1CCN(Cc2ccccc2)CCN1[C@H](COc1ccccc1)Cc1ccccc1	4.4%	-2%	37%	-8%	6%
OC(C#CCN1CCOCC1)(c1ccccc1)C1CCCC1 (stereo not given)	0.3%	-24%	6%	2%	5%
Cc1cc(C)c2c(N)c(C(=O)Nc3nccs3)sc2n1	2.0%	-1%	3%	-8%	-17%
CCOC(=O)c1cnn(-c2ccccc2)c1NC(=O)c1ccccc1C	0.8%	-11%	-13%	7%	1%
CC(C)C(=O)NC(c1cccc([N+](=O)[O-])c1)c1c(O)ccc2ccccc12 (stereo not given)	i	4%	-12%	-8%	-3%
CC(C)=CCc1c(O)c(CC=C(C)C)c2occ(-c3ccc(O)cc3)c(=O)c2c1O	11%	15%	-6%	2%	-7%
O=C(Nc1c(C(=O)N2CCOCC2)cnn1-c1ccccc1)c1ccccc1	1.4%	3%	6%	7%	-3%

Screens as filed in PubChem BioAssay.
